High-throughput results deposited in PubChem by National Center for Advancing Translational Sciences (NCATS).
AmpC detergent: qHTS Inhibitors of AmpC Beta-Lactamase (assay with detergent); AmpC hydrolysis of nitrocefin, absorbance 480 nm, 0.01% Triton; actives 0.041% (n = 370,000); Potency, µM (doses to about 114 µM), for inactives: at the highest dose activity change, negative = inhibition, hits mostly inhibitors;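 also: potency is read from the fitted curve at half-maximal effect; 0% = no-compound wells and -100% = no-enzyme wells; nearly all actives have a fitted effect of over 25% in size; some results filed as inactive show a strong effect at the top dose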
Target sequence (P00811 whole entry, looked up): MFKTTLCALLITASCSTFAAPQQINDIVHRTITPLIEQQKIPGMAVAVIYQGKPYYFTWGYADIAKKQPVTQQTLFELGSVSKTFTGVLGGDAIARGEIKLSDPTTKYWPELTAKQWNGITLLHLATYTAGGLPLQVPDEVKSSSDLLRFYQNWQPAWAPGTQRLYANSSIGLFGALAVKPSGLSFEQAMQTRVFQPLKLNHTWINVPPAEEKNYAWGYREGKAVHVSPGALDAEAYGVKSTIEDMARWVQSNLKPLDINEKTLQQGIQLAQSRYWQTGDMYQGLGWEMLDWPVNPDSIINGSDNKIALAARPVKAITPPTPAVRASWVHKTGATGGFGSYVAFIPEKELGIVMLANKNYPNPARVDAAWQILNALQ
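AmpC (5.3 nM in the dispensed reagent) in 20 mM phosphate pH 7.0 with 0.01% (detergent screen) or 0.0001% Triton X-100 was preincubated with compounds for 15 min at room temperature. Nitrocefin was then added from an 800 uM solution, and hydrolysis was followed at 480 nm.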
Tb PYK inh: qHTS of Trypanosoma Brucei Inhibitors. Potency, µM (titrated, usually from 76.8 µM), inactives show at the highest dose activity, negative = inhibition, hits mostly inhibitors. TbPYK enzyme, Kinase-Glo Plus ATP luminescence, 45 min. AID 624173, 2012. actives 0.12% (n = 410,000); also: potency is read from the fitted curve at half-maximal effect; nearly all actives have a fitted effect of over 50% in size
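Luminescent Kinase-Glo Plus end-point after 45 min room-temperature reaction of T. brucei pyruvate kinase started with 130 uM ADP (final). Buffer TEA 50 mM pH 7.2 with KCl, MgCl2, BSA, Tween-20; titration-based qHTS with fitted concentration-effect curves.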
AmpC no deterg: qHTS Inhibitors of AmpC Beta-Lactamase (assay without detergent). actives 0.52% (n = 330,000). AmpC nitrocefin hydrolysis, absorbance 480 nm, 0.0001% Triton. P00811. Potency, µM (doses to about 57.1 µM), for the others: top-dose activity change, negative = inhibition, hits mostly inhibitors;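 also: potency is read from the fitted curve at half-maximal effect; plate controls were no compound for no effect and no enzyme for full effect; nearly all actives have a fitted effect of over 20% in size; some results filed as inactive show a strong effect at the top dose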
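AmpC (5.3 nM in the dispensed reagent) in 20 mM phosphate pH 7.0 with 0.01% (detergent screen) or 0.0001% Triton X-100 was preincubated with compounds for 15 min at room temperature. Nitrocefin was then added from an 800 uM solution, and hydrolysis was followed at 480 nm.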
AMA1-RON2 inh: qHTS for Inhibitors of AMA1-RON; Towards Development of Antimalarial Drug Lead: Primary Screen. Plasmodium falciparum AMA1 (3D7) - RON2 peptide interaction. AlphaScreen AMA1-biotinylated RON2 peptide binding. Potency, µM (titrated, usually from 58.2 µM), without a hit: top-dose activity change, negative = inhibition, usual class: inhibitors. actives 0.2% (n = 360,000);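 also: potency is read from the fitted curve at half-maximal effect; 0% = vehicle wells and -100% = peptide control; nearly all actives have a fitted effect of over 45% in size; some results filed as inactive show a strong effect at the top dose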
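AMA1 (3D7) with his tag at 25 nM final met compounds first, then biotinylated RON2 peptide at 25 nM; detection used donor plus acceptor beads, 10 µg/mL apiece, read by AlphaScreen after 30 min at room temperature.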
Sm TGR inh: qHTS Assay for the Inhibitors of Schistosoma Mansoni Peroxiredoxins. actives 3% (n = 360,000). purified TGR, DTNB reduction, TNB absorbance 405 nm. Schistosoma mansoni thioredoxin glutathione reductase (TGR), Q962Y6. AID 485364, 2010. Potency, µM (highest dose often 114 µM), for inactives: top-dose activity change, negative = inhibition, usual class: inhibitors; also: potency is read from the fitted curve at half-maximal effect; nearly all actives have a fitted effect of over 60% in size
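First, TGR (20 nM dispensed) and NADPH were mixed with compound. Second, a 15 min room-temperature incubation followed. Third, further NADPH and then DTNB were added to start the reaction. Finally, TNB absorbance was monitored kinetically.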
HCMV antiviral: qHTS Assay for inhibitors of the human cytomegalovirus (HCMV); HFF cells, HCMV-luciferase reporter, 72 h; hits give low values; actives 4.5% (n = 410,000); activity change, negative = inhibition, % at 57.5 µM; AID 1259415, 2018; in the data active = activity change below about -60%; inconclusive = no clear call, values can overlap the other calls; inactive = above about -39%
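After 16 h attachment at 37C, HFF cells received test compound and HCMV-luciferase (1 PFU/cell); reporter luminescence read 72 h later, data normalized against buffer-only and known inhibitor Salinomycin.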
LmPK inh: qHTS Assay for Inhibitors of Leishmania Mexicana Pyruvate Kinase (LmPK) | Q27686 | purified LmPK, Kinase-Glo ATP luminescence, 1 h | Potency, µM (series often up to 57.5 µM), without a hit: at the top dose activity change, negative = inhibition, most hits filed as inhibitors | actives 0.37% (n = 290,000) | AID 1721, 2009; also: potency is read from the fitted curve at half-maximal effect
Target sequence (Q27686 whole entry, looked up): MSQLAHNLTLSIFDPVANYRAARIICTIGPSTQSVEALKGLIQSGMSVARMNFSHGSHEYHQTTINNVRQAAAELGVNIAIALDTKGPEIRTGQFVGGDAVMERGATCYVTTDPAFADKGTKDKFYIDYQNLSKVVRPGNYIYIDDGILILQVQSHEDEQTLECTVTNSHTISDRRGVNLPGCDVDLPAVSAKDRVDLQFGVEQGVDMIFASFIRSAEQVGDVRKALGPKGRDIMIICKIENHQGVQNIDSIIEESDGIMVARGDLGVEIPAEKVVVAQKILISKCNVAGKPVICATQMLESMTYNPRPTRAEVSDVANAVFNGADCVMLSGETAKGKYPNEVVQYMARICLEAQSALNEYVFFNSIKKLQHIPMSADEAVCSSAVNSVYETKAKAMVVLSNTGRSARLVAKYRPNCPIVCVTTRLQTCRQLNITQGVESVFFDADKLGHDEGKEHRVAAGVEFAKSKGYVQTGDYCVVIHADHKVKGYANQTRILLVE
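Screened at intermediate enzyme activity to detect both inhibitors and activators: LmPK at 0.1 nM, with a 0.5 nM enzyme column as activation reference. PEP 0.5 mM, ADP 0.1 mM; ATP detected by luminescence after 1 h.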
* hit, by the source's call; ? = inconclusive; / = no result given; & = joins results of further samples; [ ] = another dose, or the depositor's remark. Unless noted, calls follow the shape of the dose curve; as a rule, active = well fitted curve in the direction sought with a large enough effect; inconclusive = small, poorly fitted or top-dose-only effect, or another doubt; inactive = no such curve, though single readings can be large; an effect the other way counts as inactive or inconclusive. Unless noted, % is scaled to controls: 0 for no effect and ±100 for the full control effect.

Letters: A = AmpC detergent; B = Tb PYK inh; C = AmpC no deterg; D = AMA1-RON2 inh; E = Sm TGR inh; F = HCMV antiviral; G = LmPK inh
COc1ccc(OC)c(S(=O)(=O)N2CCCC(C)C2)c1 (centres undefined)
  A = ?	B = 1%	C = -8%	D = 12%	E = 3%	F = 6	G = -3%
O=C(COCc1cc(-c2cccs2)on1)Nc1cccc(O)c1
  A = 4%	B = 2%	C = /	D = /	E = -9%	F = 6	G = /
Cc1ccc(C)c(C(=O)CSc2n[nH]c(-c3ccncc3)n2)c1
  A = 0%	B = -5%	C = -16%	D = 15%	E = 3%	F = -33	G = 2%
Cc1ccc(/C(O)=C2/C(=O)C(=O)N(CCCn3ccnc3)C2c2cccnc2)cc1 (centres undefined)
  A = /	B = 2%	C = /	D = -4%	E = /	F = -39	G = /
Cc1ccc([C@H]2C[C@@H](O)[C@H](n3cc(-c4ccc(F)cc4)nn3)CN2C(=O)c2cccs2)cc1
  A = /	B = -3%	C = /	D = -2%	E = /	F = 31	G = /
CCn1nc(C)c(CCN(C)C(=O)Nc2cc(Cl)c(OC)cc2OC)c1C
  A = 16%	B = 0%	C = /	D = /	E = 4%	F = -7	G = /
CCOC(=O)C1=C(CSc2nc3ccccc3s2)NC(=O)NC1c1cc(C)ccc1C (centres undefined)
  A = -7%	B = 3%	C = -53%	D = 1%	E = -3%	F = ?	G = 6%
Cc1nn(-c2ccccc2)c2sc(C(=O)NC3CCCCC3)cc12
  A = -4%	B = -2%	C = -25%	D = -7%	E = -8%	F = -15	G = 2%
CCNC(=S)/C(=C(/[O-])c1ccc([N+](=O)[O-])cc1)[n+]1ccccc1
  A = -4%	B = -12%	C = -22%	D = -4%	E = -8%	F = 0	G = 5%
CCOc1ccccc1OCCN1CCC(Cc2ccccc2)CC1
  A = 1%	B = 11%	C = 13%	D = -5%	E = -2%	F = -25	G = -5%
COc1ccc(-c2cc(C(=O)OCC(=O)N3CCCCC3)c3ccccc3n2)cc1OC
  A = /	B = -6%	C = 195%[activator]	D = 13%	E = /	F = 18	G = /
Cc1ccccc1S(=O)(=O)Cc1ccc(C(=O)NC2CC2)o1
  A = 7%	B = -10%	C = -7%	D = -1%	E = -1%	F = -6	G = 0%
CCOC(=O)C1(Cc2ccccc2C)CCCN(C(=O)CCc2cccnc2)C1 (centres undefined)
  A = 6%	B = 2%	C = 90%[activator]	D = -2%	E = -2%	F = -37	G = 0%
COc1ccc(NC(=O)c2ccccn2)cc1
  A = 1%	B = -29%	C = -21%	D = 4%	E = -26%	F = /	G = 11µM*
CCOc1ccc(N(CC)C(=O)c2cc3c(s2)-c2ccccc2OC3)cc1
  A = 17%	B = -2%	C = /	D = /	E = 15%	F = -20	G = /

Part of the list above in order of length of the SMILES, highest first:
Letters: A = AmpC detergent; B = Tb PYK inh; C = AmpC no deterg; D = AMA1-RON2 inh; E = Sm TGR inh; F = HCMV antiviral; G = LmPK inh
Cc1ccc([C@H]2C[C@@H](O)[C@H](n3cc(-c4ccc(F)cc4)nn3)CN2C(=O)c2cccs2)cc1
  A = /	B = -3%	C = /	D = -2%	E = /	F = 31	G = /
CCNC(=S)/C(=C(/[O-])c1ccc([N+](=O)[O-])cc1)[n+]1ccccc1
  A = -4%	B = -12%	C = -22%	D = -4%	E = -8%	F = 0	G = 5%
CCOc1ccccc1OCCN1CCC(Cc2ccccc2)CC1
  A = 1%	B = 11%	C = 13%	D = -5%	E = -2%	F = -25	G = -5%

Next section:
Letters: A = AmpC detergent; B = Tb PYK inh; C = AmpC no deterg; D = AMA1-RON2 inh; E = Sm TGR inh; F = HCMV antiviral; G = LmPK inh
CCN1CCN(CCCN(Cc2ccco2)C(=S)Nc2ccc(Cl)c(C)c2)CC1
  A = -1%	B = -3%	C = 54%	D = -15%	E = 0%	F = 12	G = 0%
CCn1c2ccccc2c2cc(NC(=S)N3CCOCC3)ccc21
  A = -1%	B = -1%	C = -1%	D = 28%	E = 15%	F = 54	G = 0%
CSc1ccccc1C(=O)C1CCCN(Cc2cccc(C)n2)C1 (centres undefined)
  A = 8%	B = -2%	C = 38%	D = 19%	E = 0%	F = -25	G = 5%
CN(C)C1=NCCN1CC1CCCC1
  A = -11%	B = -1%	C = -16%	D = 4%	E = 1%	F = -37	G = /
COc1cc(OC)c(NC2=NCCCCC2)cc1Cl
  A = ?	B = -1%	C = 4%	D = -16%	E = -6%	F = 18	G = 2%
COc1ccc(CCNC(=O)CC(=O)NCCc2ccc(OC)cc2)cc1
  A = ?	B = 1%	C = 2%	D = 15%	E = 3%	F = -3	G = 1%
CC(=O)Nc1ccc(CN2CCN(Cc3ccc(C)cc3)C(CCO)C2)cc1 (centres undefined)
  A = 4%	B = -2%	C = -2%	D = 6%	E = -3%	F = -13	G = -6%
O=c1[nH]c(=S)[nH]c2[nH]c(=S)[nH]c12
  A = ?	B = /	C = -20%&-20%	D = /	E = 7%	F = /	G = 1%
O=C(COC(=O)CCNS(=O)(=O)c1ccccc1)NNC(=O)c1ccccc1
  A = -12%	B = -5%	C = 0%	D = 17%	E = 0%	F = -30	G = /
Cc1c(C)c2cc(Cl)c(OCC(=O)Nc3ccccn3)cc2oc1=O
  A = /	B = -5%	C = /	D = 11%	E = /	F = 4	G = /
C=CCn1c(SCC(=O)c2ccc(OC)cc2)nnc1C(C)NC(=O)c1cccs1 (centres undefined)
  A = 2%	B = 0%	C = 38%	D = -1%	E = -32%	F = 1	G = -7%
CCc1cccc(CC)c1NC(=O)C(NS(=O)(=O)c1cccs1)c1ccccc1 (centres undefined)
  A = -11%	B = -19%	C = -44%	D = 3%	E = -3%	F = -24	G = 0%
CCOc1ccccc1NC(=S)Nc1ccc2cn[nH]c2c1
  A = -13%	B = 2%	C = -22%	D = 3%	E = -18%	F = ?	G = 3%
NC1=NC2(CCCCC2)N=C(Nc2ccc(Br)cc2)N1
  A = 6%	B = -7%	C = -15%	D = 25%	E = -2%	F = -15	G = -3%
CCCCn1c(NC(=O)C2CCCCC2)nc2ccccc21
  A = -1%	B = -21%	C = -22%	D = 32%[activator]	E = -2%	F = 15	G = 0%
COC(=O)c1nc(-c2ccccc2)n[nH]1
  A = 4%	B = /	C = -15%	D = -12%	E = 2%	F = 24	G = -7%
CCOc1ccc2nc(CN3CCN(Cc4ccccc4OCC)C(CCO)C3)ccc2c1 (centres undefined)
  A = -15%	B = 4%	C = 109%[activator]	D = 5%	E = ?	F = 8	G = 2%
Cc1c(C#N)c2ncn(Cc3ccccn3)c(=O)c2n1-c1ccccc1
  A = -11%	B = 1%	C = 8%	D = 18%	E = 0%	F = -16	G = -4%
COc1ccc(CNC(=O)c2ccccc2[N+](=O)[O-])cc1
  A = -4%	B = -1%	C = -2%	D = -3%	E = 8%	F = -108*	G = -2%
CC(=O)c1ccc(NC(=S)NC(=O)/C=C/c2ccco2)cc1
  A = ?	B = -1%	C = -42%	D = 10%	E = 20µM*	F = 45	G = 8%
COc1ccccc1-n1nc(C)cc1N
  A = 5%	B = 3%	C = -13%	D = -1%	E = -1%	F = 54	G = 11%
Cn1c(NC(=O)c2ccc(F)cc2)c(-c2ccccn2)c(=O)c2ccccc21
  A = -2%	B = -1%	C = -13%	D = -5%	E = 6%	F = 3	G = 4%
COc1ccc(Cl)cc1Cn1c(C)c(C(=O)NCc2ccc(F)cc2)sc1=O
  A = /	B = 4%	C = /	D = -6%	E = /	F = 58	G = /
Cc1cccc(C(=O)NCC(=O)OCc2cc(=O)n3nc(C4CC4)sc3n2)c1
  A = 0%	B = 4%	C = /	D = /	E = 3%	F = 0	G = /
O=c1[nH]c(=S)n(C2CC2)c(O)c1C=NCCN1CCOCC1
  A = 9%	B = -5%	C = -11%	D = 19%	E = -19%	F = 75	G = 2%
Cc1ccsc1C(=O)N1CCC1(C)C(=O)NCCC#N (centres undefined)
  A = /	B = 4%	C = /	D = -6%	E = /	F = 5	G = /
O=C(CN1C(=O)COc2ccc(S(=O)(=O)N3CCCCCC3)cc21)NCc1ccc(F)cc1
  A = -8%&5%	B = -1%&5%	C = -19%	D = -1%	E = 1%&1%	F = -16&19	G = 4%
O=C(NCc1ccc(Cl)cc1)C1CCN(c2nnc(N3CCCC3=O)s2)CC1
  A = 2%	B = 2%	C = -13%	D = 1%	E = 10%	F = 11	G = 0%
COc1ccc(NC(=O)Nc2ccc3c(c2)C(=O)N([C@H](C)CO)C[C@H](C)[C@@H](CN(C)C(=O)Nc2ccc4c(c2)OCO4)O3)cc1
  A = /	B = -10%	C = 131%[activator]	D = 0%	E = /	F = -4	G = /
COC(=O)C1CCN(CC(=O)Nc2ccccc2Sc2ccccc2)CC1
  A = 3%	B = -5%	C = 117%[activator]	D = 2%	E = 7%	F = -36	G = -3%
COc1cc(C(=O)NCC2CCCO2)ccc1OCc1ccccc1Cl (centres undefined)
  A = -7%	B = 4%	C = 181%[activator]	D = -11%	E = 2%	F = 92	G = -1%
C=CCOc1c(Br)cc(/C=N/n2c(CC)n[nH]c2=S)cc1Br
  A = -1%	B = ?	C = -38%	D = 87%[activator]	E = -7%	F = ?	G = 4%
COc1cccc(S(=O)(=O)NCc2ccc(C(=O)Nc3ccc(C)cc3)cc2)c1
  A = -6%	B = -2%	C = -38%	D = -8%	E = 29%	F = 35	G = 1%
COc1ccc(N2C(=O)[C@H]3[C@@H](C2=O)C2c4ccccc4C=NN2[C@H]3C(=O)C(C)(C)C)cc1 (some centres undefined)
  A = -9%	B = 4%	C = 15%	D = -6%	E = 4%	F = ?	G = 8%
COc1ccc(-c2nc(SCC(=O)Nc3ccc4c(c3)OCCO4)c(-c3ccc(C)cc3)[nH]2)cc1OC
  A = 18%	B = -7%	C = /	D = /	E = 2%	F = 3	G = /
COc1ccc(N(CCC#N)C(=O)/C(C#N)=C\c2cccs2)cc1
  A = 3%	B = -3%	C = -12%	D = -4%	E = 10%	F = -30	G = 4%
CCN(CC)CCNC(=O)c1ccc(-n2c(-c3ccccc3)cc3c2CCCC3)cc1
  A = 18%	B = 6%	C = /	D = /	E = 9%	F = -35	G = /
CC(C)NC(=O)C1CCN(C(=O)N2CCOc3ccc(Cl)cc32)CC1
  A = 1%	B = -1%	C = /	D = /	E = -5%	F = 4	G = /
